ELG1 genotox: genotoxicity induction in ELG1-luciferase HEK293T cells. HEK293T ELG1-luciferase reporter, luminescence, 16 h. Potency, µM (top dose mostly 46 µM), for the others: at the highest dose activity change, positive = activation, actives largely listed as activators. 330,000 tested, 1.3% active. AID 504466; note: potency is the fitted concentration of half-maximal effect; % of control where 0% means no effect; nearly all actives have a fitted effect of over 60% in size
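Quantitative HTS format in 1536-well plates. HEK293T ELG1-luciferase reporter cells receive test compound and are incubated 16 hr at 37 °C, 5% CO2; ONE-Glo added, 30 min room temperature, then luminescence read.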
a7 integrin act: activates integrin-mediated alleviation for muscular dystrophy. alpha7betagal myoblasts, beta-gal FDG fluorescence, 48 h. Potency, µM (series often up to 38.3 µM), without a hit: top-dose activation, hits mostly activators. 350,000 tested, 0.064% active;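 note: potency is the fitted concentration of half-maximal effect; 100% = response of the positive control SU9516; nearly all actives have a fitted effect of over 60% in size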
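alpha7betagal+/- myoblasts (passage 13, 250/well) treated 48 h at 37C with compounds at 1:260 dilution of DMSO stock. Lysed, then beta-galactosidase activity read as FDG fluorescence (ex 480/em 540) after 30 min, with pre-read for autofluorescence.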
S-ASM inh: inhibitors of human secretory acid sphingomyelinase; Potency, µM (titrated, usually from 57.5 µM), inactives show at the top dose activity change, negative = inhibition, usual class: inhibitors; placental ASM, HMU-PC fluorogenic substrate, 60 min; P17405; 340,000 tested, 0.006% active; note: potency is the fitted concentration of half-maximal effect
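HMU-PC0 cleavage (9 uM final) by human placental ASM, 60 min at 37 °C following 10 min compound exposure at RT; stopped at pH 10, fluorescence Ex 386/Em 447 nm.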
USP2a inh: inhibitors of human ubiquitin-specific protease USP2a. O75604. USP2 core, Ub-CHOP2 coupled fluorogenic reporter, 485/531. Potency, µM (doses to about 38.3 µM), for inactives: at the highest dose activity change, negative = inhibition, hits mostly inhibitors. 330,000 tested, 0.01% active. AID 463254;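 note: potency is the fitted concentration of half-maximal effect; plate controls were DMSO wells for no effect and full inhibition by NEM control for full effect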
Target sequence (O75604 whole entry, looked up): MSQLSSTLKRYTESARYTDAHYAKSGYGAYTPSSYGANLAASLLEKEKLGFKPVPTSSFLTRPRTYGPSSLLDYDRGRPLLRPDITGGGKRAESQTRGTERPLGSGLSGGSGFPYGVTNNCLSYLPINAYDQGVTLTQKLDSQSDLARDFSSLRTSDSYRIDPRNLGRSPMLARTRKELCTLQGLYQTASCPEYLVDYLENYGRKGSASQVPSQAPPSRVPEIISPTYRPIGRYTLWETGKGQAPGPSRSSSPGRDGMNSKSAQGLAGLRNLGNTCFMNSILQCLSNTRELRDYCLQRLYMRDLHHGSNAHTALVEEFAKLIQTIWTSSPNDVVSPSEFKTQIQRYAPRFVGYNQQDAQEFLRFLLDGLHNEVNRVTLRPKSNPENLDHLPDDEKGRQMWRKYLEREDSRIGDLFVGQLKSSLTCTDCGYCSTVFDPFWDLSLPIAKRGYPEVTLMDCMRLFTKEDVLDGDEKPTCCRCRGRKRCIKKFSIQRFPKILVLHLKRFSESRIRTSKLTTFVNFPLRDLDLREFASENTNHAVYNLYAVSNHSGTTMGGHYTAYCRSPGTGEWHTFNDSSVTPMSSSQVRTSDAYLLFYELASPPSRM
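USP2 core (10nM final) preincubated 30min RT with compound in 20mM Tris-HCl pH 8.0, 2mM CaCl2, 2mM beta-mercaptoethanol, 0.05% CHAPS; 25nM Ub-CHOP2 plus 25nM reporter substrate added, fluorescence (Ex485/Em531) read after 60min.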
uPA generation: cell surface uPA generation inhibition | 330,000 tested, 0.31% active | Potency, µM (top dose mostly 38.3 µM), for the others: at the highest dose activity change, negative = inhibition, actives largely listed as inhibitors | cell surface uPA generation assay, qHTS; active = well fitted inhibition curve with a large enough effect; inconclusive = small, poorly fitted or top-dose-only effect; inactive = no such curve, though single readings can be large or run the other way; tested in mouse RAW 264.7 cells; note: potency is the fitted concentration of half-maximal effect; % is set by controls: 0 for no effect and ±100 for the full control effect; nearly all actives have a fitted effect of over 55% in size
TSG101-PTAP inh: blocks PTAP/TSG101 interaction to inhibit HIV-1 budding; Q99816; Fluorescence polarization, FITC-PTAP peptide / Tsg101 binding; Potency, µM (titrated, usually from 115 µM), for the others: at the top dose activity change, negative = inhibition, usual class: inhibitors; 340,000 tested, under 10 active; active = well fitted inhibition curve with a large enough effect in the main read-out, with a control signal flat, not every such curve was filed as active; inconclusive = small, poorly fitted or top-dose-only effect, or effect the other way, or a change in a side signal; inactive = no such curve, though single readings can be large or run the other way; note: potency is the fitted concentration of half-maximal effect; % of control where 0% means no effect
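Fluorescence polarization binding of Tsg101 binding domain (10 uM final) to FITC-labeled PTAP peptide (50 nM final) in HEPES pH 7.5 buffer with NaCl, Tween 20, EDTA, TCEP. Compounds added before peptide; binding 20 min at RT.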
p53 reactivator: restores transcriptional activity of mutant p53 | H1299 p53-A138V BP100-luciferase reporter, luminescence, 24 h | 320,000 tested, 0.063% active | Potency, µM (titrated, usually from 92.2 µM), inactives show at the highest dose activity change, positive = activation, actives largely listed as activators | AID 504706; note: potency is the fitted concentration of half-maximal effect; % of control where 0% means no effect; nearly all actives have a fitted effect of over 45% in size
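H1299 (p53-null), stable ts p53-A138V + BP100-Luc; 1000 cells/well, Opti-MEM/10% FBS; cpd 4 pt, 1:5; 24 h, 37 deg C, 5% CO2; detection reagent 10 min RT; luminescence.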
Eya2 inh: Eya2 (human) phosphatase inhibition; O00167; Potency, µM (highest dose often 76.9 µM), inactives show at the top dose activity, negative = inhibition, usual class: inhibitors; 330,000 tested, 0.006% active; recombinant Eya2, OMFP fluorescence dephosphorylation (OMFP is methylfluorescein phosphate); note: potency is the fitted concentration of half-maximal effect; % is set by controls: 0 for no effect and ±100 for the full control effect
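Eya2 (0.2 uM) preincubated 10 min at ambient with compound, then OMFP substrate added at 50 uM; 10 min reaction in 50 mM HEPES pH 7.5, 50 mM NaCl, 5 uM MgCl2, 0.05% BSA, 1 mM DTT. Fluorescence read at Ex 485/Em 525 nm.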
B2AR arrestin: beta2AR (human) beta-arrestin recruitment activity. P07550. beta-arrestin recruitment to beta2AR, cell-based reporter. Potency, µM (series often up to 46.1 µM), for the others: at the highest dose activation, hits mostly activators. 330,000 tested, 0.02% active;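 note: potency is the fitted concentration of half-maximal effect; 0% = DMSO controls and full agonism = EC100 isoproterenol or metaproterenol; nearly all actives have a fitted effect of over 65% in size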
Target sequence (P07550 whole entry, looked up): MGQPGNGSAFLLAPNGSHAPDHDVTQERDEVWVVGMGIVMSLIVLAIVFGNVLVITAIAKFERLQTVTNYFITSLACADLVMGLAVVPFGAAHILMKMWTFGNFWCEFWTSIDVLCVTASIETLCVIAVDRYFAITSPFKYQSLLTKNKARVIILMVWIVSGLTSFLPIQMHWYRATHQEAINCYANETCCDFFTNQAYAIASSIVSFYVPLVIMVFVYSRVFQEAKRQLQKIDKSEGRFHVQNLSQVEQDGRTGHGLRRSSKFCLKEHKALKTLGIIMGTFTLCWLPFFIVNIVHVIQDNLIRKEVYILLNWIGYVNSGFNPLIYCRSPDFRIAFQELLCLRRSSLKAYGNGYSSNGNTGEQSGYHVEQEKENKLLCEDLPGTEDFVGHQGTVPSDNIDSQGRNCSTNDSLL
BRCA1 expr act: activators of BRCA1 expression; AID 624202; 380,000 tested, 1.1% active; Potency, µM (doses to about 46.1 µM), for the others: top-dose activation, usual class: activators; MCF7-BRCA1-FFLuc reporter, luminescence, 48 h; response scale: scaled: vehicle 0%, 10 µM genistein 100%; note: potency is the fitted concentration of half-maximal effect; nearly all actives have a fitted effect of over 80% in size; some results filed as inactive show a strong effect at the top dose
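Using MCF7 cells harboring a BRCA1 firefly luciferase reporter, plated 2 h before compound pinning, the screen measured luminescence after 48 h incubation. Responses were normalized to DMSO and 10 microM genistein, then fitted for concentration-effect.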
TRPV1 ag: activates the human vanilloid receptor TRPV1. TRPV1-expressing cells, Fluo-8 calcium influx, agonist mode. AID 540275. 320,000 tested, 0.19% active. activation, % at 8.33 µM; in the data active = activation above about 80%; inconclusive = between about 30% and that limit; note: 0% is about no effect
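TRPV1-expressing cells were cultured overnight at 35.5C and loaded with Fluo-8 calcium dye for 40 to 90 min at room temperature. After a 10 s baseline, compound was added and calcium influx was read kinetically for 3 min (ex 480/em 520 nm).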
* hit, by the source's call; ? = inconclusive; . = not tested or not shown; [ ] = remark or other dose. Unless noted, calls come from the whole dose curve; as a rule, active = well fitted curve in the direction sought with a large enough effect; inconclusive = small, poorly fitted or top-dose-only effect, or another doubt; inactive = no such curve, though single readings can be large; an effect the other way counts as inactive or inconclusive.

SMILES,ELG1 genotox,a7 integrin act,S-ASM inh,USP2a inh,uPA generation,TSG101-PTAP inh,p53 reactivator,Eya2 inh,B2AR arrestin,BRCA1 expr act,TRPV1 ag
O=C(CC(Sc1ccc(Br)cc1)C(=O)O)c1ccc(F)cc1 (stereo not given),-10%,-61%[inhibitor],0%,-3%,-2%,-2%,2%,5%,0.3%,-37%,1
CC(=O)c1cccc(NC(=O)CCC2CCCC2)c1,3%,22%,1%,-1%,0%,0%,8%,5%,-0.3%,17%,?
Cc1ccc(S(=O)(=O)NC(CC(C)C)C(=O)N2CCC(C)CC2)cc1 (stereo not given),-5%,-4%,2%,1%,-94%,-3%,-2%,-9%,0.0%,-19%,?
Cc1cc(S(=O)(=O)N2CCN=C2c2ccccc2)c(Cl)cc1Cl,-3%,34%,-2%,2%,5%,0%,-4%,2%,-0.1%,-12%,8
O=C(NCCC1CCCCN1S(=O)(=O)c1ccccc1)C(=O)Nc1ccc(F)cc1F (stereo not given),0%,-25%,-4%,0%,-9%,-5%,-2%,2%,0.0%,-92%[inhibitor],?
Cc1cc(OCC(=O)Nc2ccc3c(c2)OCCO3)cc(C)c1Cl,1%,-8%,-1%,0%,2%,1%,3%,-2%,-0.2%,-14%,10
COc1ccc(N2CCN(Cc3nc(-c4ccccc4)no3)CC2)cc1,0%,-3%,-6%,-2%,2%,-1%,-4%,7%,0.2%,-3%,4
Cc1cc(C)n(CCc2nc(-c3ccc(F)cc3)cs2)n1,-2%,22%,2%,-2%,6%,2%,12%,-2%,0.2%,43%,8

Entries from the list above that have a halogen:
SMILES,ELG1 genotox,a7 integrin act,S-ASM inh,USP2a inh,uPA generation,TSG101-PTAP inh,p53 reactivator,Eya2 inh,B2AR arrestin,BRCA1 expr act,TRPV1 ag
O=C(CC(Sc1ccc(Br)cc1)C(=O)O)c1ccc(F)cc1 (stereo not given),-10%,-61%[inhibitor],0%,-3%,-2%,-2%,2%,5%,0.3%,-37%,1
Cc1cc(S(=O)(=O)N2CCN=C2c2ccccc2)c(Cl)cc1Cl,-3%,34%,-2%,2%,5%,0%,-4%,2%,-0.1%,-12%,8
O=C(NCCC1CCCCN1S(=O)(=O)c1ccccc1)C(=O)Nc1ccc(F)cc1F (stereo not given),0%,-25%,-4%,0%,-9%,-5%,-2%,2%,0.0%,-92%[inhibitor],?
Cc1cc(OCC(=O)Nc2ccc3c(c2)OCCO3)cc(C)c1Cl,1%,-8%,-1%,0%,2%,1%,3%,-2%,-0.2%,-14%,10
Cc1cc(C)n(CCc2nc(-c3ccc(F)cc3)cs2)n1,-2%,22%,2%,-2%,6%,2%,12%,-2%,0.2%,43%,8

Further entries follow:
SMILES,ELG1 genotox,a7 integrin act,S-ASM inh,USP2a inh,uPA generation,TSG101-PTAP inh,p53 reactivator,Eya2 inh,B2AR arrestin,BRCA1 expr act,TRPV1 ag
CCOC(=O)C1CCN(S(=O)(=O)c2ccc(C(=O)OC)cc2)CC1,.,1%,5%,.,10%,-3%,.,.,.,8%,-1
C=CCOc1ccccc1CNc1ccc2c(c1)OCCO2,?,-48%[inhibitor],45%[activator],-1%,-9%,-2%,11%,-25%,-0.2%,-5%,9
COc1cc2c(cc1OC)CN(C(=O)c1ccc3nc[nH]c3c1)CC2,2%,-36%,1%,-1%,?,-6%,0%,1%,-0.4%,-47%,4
CC(C)(C)NC(=O)C(=O)NNC(=O)c1cccc([N+](=O)[O-])c1,-3%,-8%,1%,2%,-6%,0%,9%,-8%,-0.2%,53%,0
COC(=O)c1cc(-c2ccc(S(=O)(=O)N3CCCC3)cc2)c(C(F)(F)F)s1,-1%,-31%,-5%,2%,4%,-5%,-3%,-6%,-0.4%,-23%,3
CCC1(c2ccccc2)SC(=O)NC1=O (stereo not given),.,-1%,-4%,.,-6%,-1%,.,.,.,5%,.
O=C(Nc1ccc(C(F)(F)F)cc1)C1CCCCN1S(=O)(=O)c1ccccc1 (stereo not given),1%,16%,-1%,-2%,2%,-3%,?,7%,-0.3%,-41%,6
COc1ccc2c(=O)c3c(=O)n(CCc4ccccc4)c(C)nc3oc2c1,.,3%,2%,.,4%,-3%,.,.,.,-5%,.
COc1ccc(C2=CSC3=C(C(=O)c4cccc(S(=O)(=O)N(C)C)c4)CCN23)cc1,0%,-49%[inhibitor],-2%,0%,-4%,2%,-1%,-7%,0.2%,-12%,2
CSCCC(NC(=O)COc1ccccc1)C(=O)N1CCOCC1 (stereo not given),2%,8%,3%,1%,1%,-5%,5%,5%,-0.2%,-7%,2
CC(=O)c1cccc(NC(=O)c2nccnc2C(=O)O)c1,3%,8%[7.66 µM],15%,2%,.,-4%,-4%,5%,-0.6%,0%,-1
COc1ccc(S(=O)(=O)N2CCOCC2)cc1NC(=O)CCc1cc(OC)c(OC)c(OC)c1,2%,-9%,6%,0%,1%,-4%,5%,-3%,-0.1%,-14%,-1
Cc1ccc(S(=O)(=O)CC(=O)N2CC(C)OC(C)C2)cc1 (stereo not given),3%,22%,2%,-1%,-2%,-2%,1%,0%,1.5%,17%,-5
Cc1ccc(S(=O)(=O)N2C(=O)CCC2C(N)=O)cc1 (stereo not given),-1%,26%,-1%,3%,?,-4%,-18%,6%,-0.7%,20%,-1
CN(C)/C=N/c1ncc(C(=O)c2ccc3ccccc3c2)s1,3%,-2%[7.66 µM],43%,2%,-1%,-4%,-1%,7%,-1.0%,54%,13
Cc1ccc(C)c(OCC(=O)Nc2cccc(C(=O)O)c2)c1C,?,-13%,11%,2%,0%,-4%,?,-7%,0.3%,13%[1.84 µM],3
Cc1ccc(C)c(NC(=O)CSc2nnc([C@@H]3CCCN3C(=O)OC(C)(C)C)o2)c1,-1%,18%,4%,2%,3%,-4%,0%,5%,0.1%,-24%,4
C=CCNc1nc(N)c([N+](=O)[O-])c(Nc2ccccc2OC)n1,-3%,24%,-4%,2%,-4%,-7%,-1%,-20%,-0.6%,-17%,0
Cc1ccc(S(=O)(=O)NC(C)(C)CN2CCc3ccccc3C2)cc1,-3%,12%,0%,-6%,14%,-10%,2%,-11%,-0.2%,-4%,10
Cc1ccc(CNS(=O)(=O)c2cc(F)ccc2CN2C(=O)c3cccnc3C2=O)o1,0%,0%,1%,3%,4%,-10%,2%,6%,0.0%,3%,-2
CCOC(=O)c1cc(-c2ccc(N3CCOCC3)cc2)nn1-c1ccc(F)cc1F,14%,-30%,28µM*,2%,-6%,-4%,1%,9%,-0.5%,-29%,17
O=C(NCc1ccco1)c1cnccn1,4%,8%,2%,2%,1%,-3%,?,21%[15.4 µM],-0.5%,3%,3
CCOC(=O)c1cc[nH]c1CC(=O)NC,-5%,-2%,3%,4%,1%,0%,-4%,-6%,-0.6%,-8%,-5
COc1ccc(NC(=O)Cn2c3ccccc3c3nc4n(c(=O)c32)CCS4)cc1OC,?,11%,2%,1%,-6%,-4%,-1%,-1%,0.2%,-19%,-4
CCn1c(Cc2ccccc2)nnc1SCC(=O)Nc1nc2ccccc2s1,-4%,-9%,-1%,-1%,-3%,-1%,-1%,-9%,0.4%,6%,-2
Cc1ccc(CNS(=O)(=O)c2ccc(C(C)(C)C)cc2)n1C,1%,-41%,-4%,0%,-10%,-4%,-2%,10%,0.0%,6%,0
COc1ccc([N+](=O)[O-])cc1NC(=O)C(C)OC(=O)C1CCCC1 (stereo not given),-9%,-11%,-5%,3%,-3%,-3%,1%,-9%,0.1%,-2%,4
COCCn1c(SCC(=O)Nc2ccc(N3CCOCC3)cc2)nc2ccccc21,0%,0%,4%,5%,5%,1%,?,1%,-0.7%,1%,11

Assay outcomes from PubChem.
